UHRF1 MBD2 ctr: UHRF1 methyl-DNA binding inhibition | UHRF1 binding to methylated oligo, TR-FRET | inhibition, % at 4.4 µM | AID 687016 | 370,000 compounds, 0.75% hits | Q96T88; in the data active means inhibition above about 21%;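 further: UHRF1 SRA domain binding a hemimethylated CpG hairpin DNA probe; 0% = median of test compound wells and 100% = reference inhibitor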
SIAE inh: human SIAE inhibition, primary screen | SIAE FP-Rh probe binding, fluorescence polarization | inhibition, % at 9.66 µM | 370,000 compounds, 0.69% hits;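 active means inhibition above a cutoff: mean of compounds within the control limits plus 3 SD of those, cut at about 17% in these data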;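 further: 0% = plate median of compound wells and 100% = probe without SIAE protein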
TDP2 inh: blocks human TDP2 phosphodiesterase activity; recombinant TDP2, T5PNP hydrolysis, p-nitrophenol absorbance 415 nm; inhibition, % at 12.8 µM; 370,000 compounds, 0.34% hits; AID 720702;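 active means inhibition above the mean of all tested compounds plus 3 SD, set per campaign, cut at about 25% in these data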;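 further: 0% = DMSO with enzyme and 100% = buffer with substrate but no TDP2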
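Test system: human TDP2 enzyme; Input: 120 nM TDP2 per well; Buffer or medium: Mg2+-containing Tris-HCl buffer, pH 7.5; Reagent: 5 mM T5PNP; Dosing: 12.8 µM single point, 1% DMSO; Incubation: reaction 2 h, 37 °C; Detection: p-Nitrophenol epi absorbance; Read-out: % inhibition relative to enzyme-containing and enzyme-free wells; Replicates: single well per compound.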
TCR-CD3 inh: human TCR-CD3 binding inhibition. TAMRA-labeled TCR probe fluorescence, biochemical. inhibition, % at 9.4 µM. 360,000 compounds, 0.37% hits. AID 651800; in the data active means inhibition above about 19%;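 further: recombinant mutant TCR 2C K166C tagged with TAMRA read by polarization; 0% = receptor in buffer alone and 100% = receptor with positive control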
proKLK7 act: proKLK7 (human) activation, primary screen; 370,000 compounds, 0.9% hits; P49862; activation, % at 7 µM; purified proKLK7, EDANS-DABCYL substrate fluorescence; 100% is mature enzyme control, 0% vehicle;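 active means activation above the mean of all tested compounds plus 3 SD, computed per campaign excluding outliers beyond control limits, cut at about 13% in these data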
DDE Tn7 FP inh: inhibitors of Tn7 peptide binding to human fibrin DD(E). P02675. AID 720508. inhibition, % at 8.3 µM. FP displacement of FITC-Tn7 peptide from fibrin DD(E); 0% = median of compound wells per plate. 370,000 compounds, 0.13% hits;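 active means inhibition above the mean of compounds falling within the control limits plus 3 SD of them, cut at about 14% in these data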;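 further: 0% = plate median of compound wells and 100% = 10 µM Aha-Tn7 peptide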
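Assay system: Human clot-derived fibrin DD(E) complex | Buffer or medium: Tris/NaCl/CaCl2 buffer, pH 7.8 | Repeats: One replicate per compound | Benchmarks: Aha-Tn7 high control | Measure: % inhibition scaled between sample-field median and high-control FP | Schedule: 10 min plus 3 h, room temperature | Signal: Fluorescence polarization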
LEDGF integ inh: blocks HIV-1 LEDGF/p75-dependent DNA integration. TR-FRET IN-LEDGF/p75 DNA integration, Eu/Cy5. inhibition, % at 3.7 µM. 370,000 compounds, 0.64% hits;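 active means inhibition above the screen-wide mean plus 3 SD, cut at about 13% in these data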;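 further: signal is the Cy5 over europium emission ratio at 671 and 618 nm; 0% = plate median of compound wells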
PRMT1 FP inh: blocks human protein arginine methyltransferase 1; Q99873; recombinant PRMT1, activity-based probe fluorescence polarization; inhibition, % at 2.79 µM; 370,000 compounds, 1.3% hits; AID 652257;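 active means inhibition above about 21% made by adding two undisclosed values, limit read from the data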
MBD2 inh: inhibitors of human MBD2 binding to methylated oligonucleotide. inhibition, % at 4.4 µM. TR-FRET. Q9UBB5. 370,000 compounds, 0.31% hits; in the data active means inhibition above about 13%
Tn6 DDE FP: disrupts Tn6 cyclic peptide binding to fibrin D-Dimer-E complex; Fibrin DD(E) TRITC-Tn6 fluorescence polarization displacement; P02675; inhibition, % at 8.3 µM; AID 720509; 370,000 compounds, 0.21% hits;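 active means inhibition above a per-campaign cutoff: mean of compounds within control limits plus 3 SD, cut at about 15% in these data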;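 further: 0% = median of all compound wells on the plate and 100% = blocking peptide control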
Starred values were filed as active, the others as inactive; x = no result given; & = joins results of further samples.

SMILES	UHRF1 MBD2 ctr	SIAE inh	TDP2 inh	TCR-CD3 inh	proKLK7 act	DDE Tn7 FP inh	LEDGF integ inh	PRMT1 FP inh	MBD2 inh	Tn6 DDE FP
COc1ccc(-c2cc(=O)[nH]c3ccccc23)cc1	-3	2	-8	1	4.2	-2	3	-5	-2	-3
CC(=O)C1=CCC(c2cccc3ccccc23)N(S(=O)(=O)c2ccc(C)cc2)C1 (stereo not given)	2	2	-6	-10	-0.8	8	-2	7	7	-2
CCCC(=O)N(CCc1ccc(OC)cc1)Cc1nc2ccccc2c(=O)[nH]1	2	-3	-4	7	-0.1	-3	2	1	1	1
CC(=O)C1=CCC(c2ccccc2)N(S(=O)(=O)c2ccccc2)C1 (stereo not given)	-1&-1	-4&1	2&-8	8&8	-0.3&0.3	3&-2	-2&3	-4&2	-1&-3	11&-3
Cc1nc2ccc(C(=O)OCc3ccccc3Br)cc2nc1C	1	0	4	-3	0.4	-3	-2	0	1	8
c1ccc(-c2noc(CSc3nnc(Cc4cccs4)n3-c3ccccc3)n2)cc1	-3	5	8	4	0.2	8	1	0	1	1
O=C(NCc1ccccc1)C(c1ccc(F)cc1)N1CCN(CCN2CCOCC2)CC1 (stereo not given)	8	-8	-9	8	0.3	-6	2	-5	-2	-3
COc1ccc(C)cc1S(=O)(=O)NCCc1ccccc1	-2	-3	0	2	-0.1	2	-2	1	0	2
O=S(=O)(c1ccc2c(c1)N(Cc1ccc(Cl)cc1)C1CCCN21)N1CCOCC1 (stereo not given)	8	-4	-19	-5	-0.5	-2	23*	-2	-3	4
CCN(CC)CCC(=O)NC(C)(C)Cc1ccc(O)cc1	1	0	6	-1	-0.1	7	2	-3	2	4
C=CCn1c(=O)c2ccccc2n2c(SCC(=O)NCc3cccs3)nnc12	-2	-2	5	-2	0.3	-8	0	0	-1	7
CC(NC(=O)c1cccc2ccccc12)c1ccc2c(c1)CCCC2 (stereo not given)	-3	-6	6	0	0.6	1	0	1	-3	2
CCOc1cccc(/C=N\NC(=O)Cc2cccs2)c1O	-1	9	4	x	-18	-4	-7	3	2	3
OC1(c2ccccc2)CCN(Cc2ccccc2)CC1	0	3	6	3	-0.4	3	-7	5	0	8
Cc1ccc(N/C(N)=N/c2nc(CSc3nnc(N)s3)cc(=O)[nH]2)cc1	-4	-5	-6	2	-0.2	6	1	-2	-6	9
CNC(=O)C1CC(=O)N(c2ccc(OCC(=O)Nc3ccccc3)cc2)C1 (stereo not given)	1	6	8	6	-0.6	4	0	3	-2	-3
COc1ccc(C(=O)Nc2ccc(-c3ccc(NC(=O)c4ccc(OC)cc4)c(OC)c3)cc2OC)cc1	-5	5	9	3	1.3	6	-2	-3	-7	-4
Cc1cc(C)c(NC(=O)COC(=O)Cc2cccs2)c(C)c1	2	2	-1	-4	-0.5	-1	3	-4	-7	2
CN(CC/C=C1/c2ccccc2CSc2ccccc21)CCCO	3	0	-9	-8	0.7	-4	2	-1	2	5
C/[N+]([O-])=C\c1cccc(OCCN2CCN(c3ncc(C(F)(F)F)cc3Cl)CC2)c1	0	-6	11	-9	0.0	-4	-3	2	1	-4
COC(=O)[C@]12C[C@H](CC(=O)NCCc3ccccc3OC)C(=O)N(Cc3cccc4ccccc34)C1=C[C@H](COCc1ccccc1)O[C@@H]2C	-1	-7	-3	x	0.4	2	-5	3	1	5
COc1ccccc1C(=O)NNC(=S)NC(=O)c1ccco1	-5	6	-3	21*	0.0	7	5	-1	-8	-3
O=c1cc(N2CCN(c3ccc(F)cc3)CC2)[nH]c(=O)n1C1CCCCC1	1	-5	-5	-4	-0.1	7	0	3	4	2
N#CC(C#N)=Cc1cnc(N2CCN(c3ccccc3)CC2)s1	-2	-10	4	6	-0.6	0	0	1	-1	0
CC(=O)c1sc(NC(=O)C(C)C)nc1C	6	3	4	6	0.5	6	0	0	-1	3
COc1cc2[nH]c(=O)c(C(=O)NCc3ccc(C)cc3)c(O)c2cc1OC	1	-3	0	-6	-0.6	4	-1	-1	-1	-9
CC1(C)CC(=O)C2=C(C1)Nc1nc(SCCN3CCOCC3)[nH]c(=O)c1C2c1cccs1 (stereo not given)	1	1	1	5	-1.5	1	-1	-1	-2	-1
CC1=[N+](C)N(c2ccccc2)C(=O)C1N=Cc1ccccc1Cl (stereo not given)	0	14	4	1	0.5	2	0	-4	-4	1
O=C(OC1CCCCC1=O)c1cccc(S(=O)(=O)N2CCOCC2)c1 (stereo not given)	0	0	8	9	-0.6	5	-1	-4	2	-1
COc1ccc(S(=O)(=O)N2CCN(C(=O)c3cc4c(s3)CCCC4)CC2)cc1	3	1	2	-2	0.3	4	3	-3	1	-5

In the list so far, these contain fluorine:
SMILES	UHRF1 MBD2 ctr	SIAE inh	TDP2 inh	TCR-CD3 inh	proKLK7 act	DDE Tn7 FP inh	LEDGF integ inh	PRMT1 FP inh	MBD2 inh	Tn6 DDE FP
O=C(NCc1ccccc1)C(c1ccc(F)cc1)N1CCN(CCN2CCOCC2)CC1 (stereo not given)	8	-8	-9	8	0.3	-6	2	-5	-2	-3
C/[N+]([O-])=C\c1cccc(OCCN2CCN(c3ncc(C(F)(F)F)cc3Cl)CC2)c1	0	-6	11	-9	0.0	-4	-3	2	1	-4
O=c1cc(N2CCN(c3ccc(F)cc3)CC2)[nH]c(=O)n1C1CCCCC1	1	-5	-5	-4	-0.1	7	0	3	4	2

Next part.
SMILES	UHRF1 MBD2 ctr	SIAE inh	TDP2 inh	TCR-CD3 inh	proKLK7 act	DDE Tn7 FP inh	LEDGF integ inh	PRMT1 FP inh	MBD2 inh	Tn6 DDE FP
CCN1CCN(CCCNC(=O)CCCn2nc(C)c3sc4ccccc4c3c2=O)CC1	-6	4	8	-1	0.2	2	-1	-5	-6	-3
CC(C)(C)NC(=O)c1ccc(COCC(F)(F)F)o1	0	4	-4	7	0.0	2	-1	-1	1	-1
O=C(NCCCO)/C(=C\C=C\c1ccccc1)NC(=O)c1ccccc1Cl	-4	-6	15	3	0.3	1	3	-3	-1	-3
O=C1c2ccncc2C(=O)N1CO	2	7	-4	11	-1.0	-1	6	0	4	-4
CCOC(=O)C1(Cc2ccc(OC)cc2)CCN(C(=O)CC2CCC(=O)N2)CC1 (stereo not given)	3	0	-5	-5	-0.2	1	-6	4	2	4
C[C@]12c3[nH]c4ccccc4c3CCN1C(=O)C(CC(=O)NCc1cccc(C(F)(F)F)c1)C[C@@H]2C(=O)N1CCCCC1 (stereo not given in full)	1	7	6	4	-0.2	0	2	2	-4	0
Cc1ccc(SCc2c(C(=O)N/N=C/c3ccc(C)o3)nnn2-c2nonc2N)cc1	-1	6	-3	-8	-0.5	3	0	8	3	-7
O=[N+]([O-])c1ccc(Cl)c(C[n+]2cccc3ccccc32)c1	-2	2	-2	-3	0.1	-2	4	-9	-5	-11
O=C(COc1ccc(Br)cc1)OCC(=O)N1CCOCC1	-1	10	-11	-1	-0.2	3	0	-2	2	3
COC(=O)c1cc2ccsc2n1CC(=O)N(C)c1ccccc1	3	-6	-9	-1	0.6	2	-5	3	11	-4
O=S1(=O)CC/C(=N\Nc2ccccc2)c2ccsc21	-4	14	1	-8	0.5	2	-2	0	-3	0
CC(=O)Nc1cccc(Oc2nc(NC(C)C)nc3cc(-c4ccccc4)sc23)c1	0	-66	-1	8	-3.2	6	-2	0	3	-5
O=C(CC12CC3CC(CC(C3)C1)C2)NC(=S)Nc1ccc(CN2CCOCC2)cc1	-3	-1	10	1	0.5	-2	-2	-5	-1	5
CC(C)(O)C#Cc1ccc(CN2CCN(C3CCCC3)C(CCO)C2)cc1 (stereo not given)	-2	4	-13	-7	-0.7	0	-5	0	2	0
CSCC[C@H](NC(=O)[C@@H]1Cc2ccccc2CN1)C(=O)NC1CCCC1	1	3	14	4	-0.1	1	-3	4	1	-6
CCCC[C@@H]1CCCO[C@@](C(=O)NCc2ccc(C)o2)(C(F)(F)F)C1	-3	12	-13	6	0.3	-3	0	2	4	6
CN(C(=O)c1coc(=O)c2ccccc12)c1ccc(Br)cc1	-2	-3	7	8	0.0	3	-1	-6	-1	2
CC[C@H](C)[C@H]1CNC(=O)C(=O)N1CC1CCN(CCc2ccccc2)CC1	1	0	-2	4	0.1	1	-1	-4	-3	2
Cc1cccc(C)c1NC(=O)/C(=C/c1ccco1)c1ccccc1	0	-5	-4	0	-0.7	3	3	26*	5	-5
Cc1cc2nc(-c3ccc(SCC(=O)N4CCOCC4)nc3)[nH]c2cc1C	-2	-11	13	3	0.0	-4	-1	0	0	1
COc1cccc(C(O)c2nc(-c3ccc(OC)nc3)cs2)c1 (stereo not given)	-1	2	3	-2	-0.3	0	0	3	7	-5
c1ccc2c(c1)oc1c(-c3ccc4nccn4c3)cccc12	-4	-4	-2	1	0.0	5	5	-6	0	-7
Cc1cc(C(=O)c2ccccc2)cc(C)c1O	0	-2	1	0	0.1	-8	-3	-2	-3	7
COc1ccc(C(=O)C2CCCN(C(=O)c3ccc(F)cc3)C2)cc1OC (stereo not given)	2	-5	-4	8	0.1	5	1	-3	-2	-1
O=C(CSc1nnc2scc(-c3ccccc3)n12)NCc1ccc2c(c1)OCO2	-6	2	11	-4	-0.3	2	1	-4	-3	4
O=S1(=O)c2ccc(N3CCN(Cc4ccccc4F)CC3)cc2Oc2ccccc2CN1Cc1cn(Cc2ccc(F)cc2)nn1	0	-1	5	x	-1.0	-8	2	0	3	6
O=C1CCCC(O)=C1Sc1ccccc1C(=O)O	15	2	5	8	-0.5	1	3	3	6	8
O=C(NNC(=S)NCc1ccccc1)c1ccc(Br)cc1	-2	-1	4	3	-0.1	2	0	-2	-2	-4
CN(CC(=O)Nc1cc(Cl)cc(Cl)c1)Cc1cccs1	2	11	-7	-7	0.1	-6	1	-3	2	4
COC(=O)C1=C(C)Nc2nnnn2C1c1ccccc1Cl (stereo not given)	1	7	4	0	-0.2	3	-2	-5	2	4
CCn1c(SCC(=O)c2c(N)n(C3CC3)c(=O)[nH]c2=O)nnc1-c1ccccc1OC	1	8	-1	-10	-0.1	8	-4	5	5	2
CCC(NC(=O)COC(=O)C1CC2CCCC(C1)C2=O)c1ccc(Br)cc1 (stereo not given)	1	4	5	0	0.5	-4	-3	0	-1	8
Cc1ccc(-n2c(=O)c3c4c(sc3n3c(=S)[nH]nc23)CCC4)cc1	0	-1	-1	-7	0.0	2	-4	3	0	1
COc1ccc(CC(=O)NNC(=O)c2ccc(SCc3cc(F)ccc3F)c([N+](=O)[O-])c2)cc1	0	-3	10	7	-0.2	-2	-2	-3	-3	-5
O=c1c2cc(Cl)ccc2nc(-c2ccc(Cl)c(Cl)c2)n1O	-1	-3	-9	1	-0.2	-3	2	-1	-5	-10
CC1(C(=O)NCc2ccccc2)CN(S(C)(=O)=O)CC(=O)N1CCc1ccccc1F (stereo not given)	0	7	13	-12	-0.3	6	-1	0	-6	1

Screening data as filed in PubChem BioAssay.
